High-throughput results deposited in PubChem BioAssay by The Scripps Research Institute Molecular Screening Center.
OX1R antag-1 – antagonists of human orexin 1 receptor (OX1R); O43613; OX1R-expressing cells, FRET antagonist read-out; inhibition, % at 6.6 µM; 330,000 compounds, 1.8% hits; AID 485270; in the data active = inhibition mostly above about 38%, no sharp cut-off; inactive = mostly below about 40%;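 note: 0% = agonist challenge alone and 100% = reference antagonist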
Target sequence (O43613 whole entry, looked up): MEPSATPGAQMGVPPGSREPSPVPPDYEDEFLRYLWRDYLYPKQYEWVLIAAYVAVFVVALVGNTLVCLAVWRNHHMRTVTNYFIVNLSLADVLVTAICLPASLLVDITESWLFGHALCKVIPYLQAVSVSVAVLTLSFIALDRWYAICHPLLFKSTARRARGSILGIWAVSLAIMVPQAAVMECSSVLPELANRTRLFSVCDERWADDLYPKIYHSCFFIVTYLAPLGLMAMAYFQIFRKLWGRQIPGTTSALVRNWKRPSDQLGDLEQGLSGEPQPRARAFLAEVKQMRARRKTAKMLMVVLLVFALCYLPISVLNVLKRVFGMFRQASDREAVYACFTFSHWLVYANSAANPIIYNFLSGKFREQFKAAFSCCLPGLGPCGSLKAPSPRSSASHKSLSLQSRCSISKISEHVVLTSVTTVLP
OX1R antag-2 – antagonists of human orexin 1 receptor; CHO/OX1R cells, Fluo-8 calcium fluorescence, orexin A; inhibition, % at 5 µM; 330,000 compounds, 0.43% hits; AID 434989;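 active = inhibition above its plate's threshold, mean inhibition of all tested compounds on the plate plus 3 SD, cut at about 37% in these data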;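 note: 0% = orexin A challenge wells and 100% = SB-334867-A antagonist wells; not every result past the cut was called active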
* marks the source's active call; other numbers are inactive results.

Second line of a record: OX1R antag-1 | OX1R antag-2
1) Cc1cc(C(=O)NC2CC2)c2ccccc2n1
    11 | -8
2) O=C(COC(=O)CCNS(=O)(=O)c1cccs1)Nc1ccccc1
    6 | 4
3) Nc1c(S(=O)(=O)c2ccccc2)c2nc3ccccc3nc2n1/N=C/c1ccco1
    8 | -11
4) CCCC(=O)Nc1ccc2c(c1)nc1n2CCOC1
    3 | -11
5) COC(=O)c1ccc(NC(=O)COc2ccc(N(C)S(=O)(=O)c3ccc(C)cc3)cc2)cc1
    -2 | 5
6) Cc1ccsc1CNn1cnnc1SCc1ccccc1F
    2 | -5
7) COc1ccc(C(=O)Nc2nc3cc4c(cc3s2)OCO4)c(OC)c1
    49 | 1
8) CCOc1ccc2[nH]c3c(=O)n(CCC4=CCCCC4)cnc3c2c1
    7 | -16
9) CCn1c(SCC(=O)Nc2ccccc2Br)nnc1-c1cnccn1
    4 | -13
10) Cc1cc(OCC(=O)NCCCn2ccnc2)c2c(C)c(C)c(=O)oc2c1
    17 | -7
11) CCn1c(SCC(=O)N/N=C/c2ccccc2OCC(=O)O)nnc1-c1ccc(C(C)(C)C)cc1
    19 | -13
12) Cc1cc2c(cc1C)CSC(c1ccccc1OC(=O)C(C)(C)C)SC2
    13 | -27
13) COc1cc(C2CC(=O)Oc3cc4c(cc32)OCO4)cc(OC)c1OC (configuration not stated)
    4 | -14
14) N#Cc1cnc(SCC(=O)NNC(=O)COc2cccc3ccccc23)nc1N
    18 | -15
15) CC1CCN(C(=O)CSc2nnc(Cc3ccccc3)o2)CC1
    11 | -19
16) Cc1ccccc1C(=O)N1CCN(c2ccc(NC(=O)c3ccco3)cc2)CC1
    15 | -30
17) C=CC[C@@H](CC(=O)N[C@@H](CO)Cc1ccccc1)C(=O)N[C@H](COC(=O)[C@@H](CC=C)CC(=O)OC(C)(C)C)Cc1ccccc1
    4 | -4
18) CSc1nc(-c2ccccc2)nn1S(=O)(=O)c1ccccc1
    13 | -8
19) C=CCNc1oc(-c2cccs2)nc1C#N
    14 | -15
20) CCNC(=S)N1CCN(c2nc(-c3ccc(F)cc3)cs2)CC1
    21 | 48*
21) O=C(NCc1cn2ccsc2n1)c1cccc(C(F)(F)F)c1
    3 | -5
22) CCOC(=O)c1noc(C)c1C(=O)Nc1nc(C)cc(C)n1
    33 | -20
23) CC(C(=O)Nc1cccc(S(=O)(=O)N2CCOCC2)c1)N1CCN(c2ccc(F)cc2)CC1 (configuration not stated)
    8 | -15
24) CCN(CC)S(=O)(=O)c1ccc(S(=O)(=O)Nc2c(C)nn(C)c2C)cc1
    14 | 4
25) Cc1[nH]c(C)c(S(=O)(=O)N2c3ccccc3CC2C)c1C(=O)N1CCCCC1 (configuration not stated)
    22 | -7
26) CC(C)(O)C(=O)NN(C(=O)c1ccccc1)c1cccc(Br)c1
    28 | -8
27) COc1ccc(Oc2cccc(Cl)c2CNC(=O)CSCC(=O)O)cc1
    -4 | -17
28) CCC(CC)c1nnc(NC(=O)C2CC(=O)N(c3ccc4c(c3)OCCO4)C2)s1 (configuration not stated)
    7 | 2
29) CSc1ncc2ncn(C3OC(CO)C(O)C3O)c2n1 (configuration not stated)
    11 | -5
30) COc1ccc(NC(=O)CN2CCCCC2)c([N+](=O)[O-])c1
    14 | -28
31) CC1CC(C)CN(c2oc(-c3ccccc3F)nc2C#N)C1 (configuration not stated)
    10 | -10
32) COc1ccc(CNn2c(-c3ccccc3F)nc3ccccc3c2=O)cc1OC
    16 | 13
33) CC(C)CCn1c(SCC(=O)N2CC(=O)Nc3ccccc32)nc2scc(-c3cccs3)c2c1=O
    6 | -17
34) O=[N+]([O-])c1ccccc1OCCN1CCOCC1
    24 | 4
35) CCOc1ccc(C(=O)C[n+]2ccccc2C)cc1
    19 | 9
36) Cc1cccc(C(=O)Nc2sc3c(c2C#N)CCCCC3)c1
    28 | -30
37) Cc1cccc(N2CCN(S(=O)(=O)c3ccc4[nH]c(=O)ccc4c3)CC2)c1C
    5 | -15
38) O=C(O)CC1(CC(=O)NCc2ccncc2)CCCCC1
    18 | -5
39) CC(=O)Nc1ccccc1-c1nc2ccc(C(=O)N3CCN(c4ccccc4)CC3)cc2[nH]c1=O
    10 | -18
40) COCCCNC(=O)c1cccc(NC(=O)c2ccccc2)c1
    15 | -4
41) CCOc1ccc2ccccc2c1C(=O)N1CCOCC1
    10 | -5
42) CSC1=NCCN1C(=O)Cc1ccc(Cl)cc1
    18 | -19
43) CN(CC(=O)Nc1ccc(F)cc1)C(=O)COc1ccc(C(=O)c2ccccc2)cc1
    13 | -17
44) CCOC(=O)c1cc(Sc2ccccc2N)cc(C(=O)OCC)n1
    2 | -5
45) NC(=O)c1ccc(NS(=O)(=O)c2ccc3ccccc3c2)cc1
    -2 | -18
46) COc1nc(Nc2ccc(OC)c(Cl)c2)nc(OC)n1
    65 | -5
47) COc1ccccc1NC(=O)C1CCCN(S(=O)(=O)c2c(C)noc2C)C1 (configuration not stated)
    8 | -15
48) O=S1(=O)N[C@@H](Cc2ccccc2)COc2cc(Br)ccc21
    13 | -7
49) COc1ccc(-c2cc(C(=O)Nc3ccccc3O)c3ccccc3n2)cc1
    8 | -23
50) Cc1ccc(NC(=O)C(OC(=O)c2ccc(C=O)cc2)c2ccccc2)cc1Cl (configuration not stated)
    14 | 29

Carrying on:
Second line of a record: OX1R antag-1 | OX1R antag-2
51) Cc1cc(C(=O)NNC(=O)C(CCC(N)=O)NS(=O)(=O)c2ccc(Cl)cc2)c(C)o1 (configuration not stated)
    13 | 5
52) COc1cccc(OC(=O)c2cc3ccccc3oc2=O)c1
    16 | 4
53) CC(=O)c1c(COC(=O)c2ccncc2)nc2ccccc2[n+]1[O-]
    68 | -17
54) Cc1cc(OCC(=O)N2CCN(c3ccc(F)cc3)CC2)c2c(C)cc(=O)oc2c1
    4 | -12
55) CCCCCC(=O)Nc1cc(N(C)C)nc2ccccc12
    4 | -21
56) O=[N+]([O-])c1ccc(Oc2ccc(S(=O)(=O)N3CCCCC3)cc2)cc1
    21 | -12
57) Cc1ccc(S(=O)(=O)c2c(N)n(NC(=O)c3ccco3)c3nc4ccccc4nc23)cc1
    6 | -10
58) COc1ccc(/C(C)=N/NC(=O)CCC(=O)Nc2ccc(Cl)cc2Cl)c(OC)c1
    12 | -27
59) CCN1CCCC1CNC(=O)c1[nH]c2ccc(OC)cc2c1C (configuration not stated)
    6 | -16
60) CCN1CCN(C(=O)c2ccc(Cn3c(=O)[nH]c4cc(OC)c(OC)cc4c3=O)cc2)CC1
    8 | -17
61) O=C(C1CCCC1)N1CCN(S(=O)(=O)c2ccc(F)c(F)c2F)CC1
    10 | -21
62) C/C(=N\NC(=O)c1nnn(-c2nonc2N)c1CSc1ccccc1)c1cccnc1
    10 | -24
63) CCn1c(C)c(C(C)=O)c(SC)nc1=S
    25 | -7
64) CC(C)NC(=O)c1ccc2c(=O)n(CC3CCCO3)c(=S)[nH]c2c1 (configuration not stated)
    8 | -12
65) Cn1ncc(Br)c1C(=O)Nc1ccc(F)cc1F
    13 | 3
66) COc1cc(CCCN[C@H](CN)Cc2ccccc2)cc(OC)c1OC
    1 | -16
67) COc1ccc(/C=C(\NC(=O)c2ccc(Cl)cc2)C(=O)NCCCn2ccnc2)cc1OC
    17 | -3
68) Cc1ccc(C)c(SCC(=O)Nc2cccc(S(=O)(=O)NC3=NCCCCC3)c2)c1
    40 | -12
69) O=c1[nH]c(N2CCOCC2)nc2ncn(Cc3ccccc3)c12
    3 | -4
70) OCC1(Cc2ccc(Cl)cc2)CCN(CC2CC=CCC2)CC1 (configuration not stated)
    15 | -20
71) Cc1cc(C)n(-c2nc3ccccc3nc2Nc2ccc3c(c2)OCO3)n1
    9 | -19
72) FC(F)(F)c1ccc2c(c1)[nH]c(=S)n2C1CC1
    8 | -8
73) COCCCNC(=O)[C@H]1N2C(=O)c3ccccc3C2SC1(C)C (some centres not stated)
    3 | -22
74) O=C(CCC(=O)c1cccs1)NNC(=O)c1cc(Cl)ccc1Cl
    5 | -8
75) CCN1CCC(N2CCN(c3ccccc3OC)CC2)CC1
    4 | 10
76) CCOC(=O)c1ccc(S(=O)(=O)NCCNCc2ccccc2)cc1
    3 | -33
77) COc1ccc(CCNC(=O)C2CCC(=O)N(CCc3ccc(OC)cc3)C2)cc1 (configuration not stated)
    -3 | -17
78) Cc1ccc(NC(=S)N(N)CCO)cc1
    6 | -15
79) COc1ccc(NC(=O)CNCCC2=CCCCC2)cc1
    13 | -5
80) O=C1CCc2cc(S(=O)(=O)Nc3ccccc3F)cc3c2N1CCC3
    10 | -13
81) COc1ccc(/C=C2/C(=N)N3C(=NC2=O)Sc2cc(S(C)(=O)=O)ccc23)cc1OC
    2 | -7
82) COC(=O)c1ccc(COc2ccc(/C=N/N3CCN(C)CC3)cc2)cc1
    6 | -7
83) CN(C)C(=O)CCc1ccc2c3c([nH]c2c1)[C@]1(CCC2CCCC2)[C@@H](C(=O)N2CCOCC2)C[C@H](CC(=O)NCCN2CCOCC2)C(=O)N1CC3
    2 | -4
84) CSc1ccccc1NC(=O)c1ccccc1N(Cc1ccccc1)S(C)(=O)=O
    18 | -11
85) CCOc1cc(C(C(=O)NCC2CCCO2)N(C(=O)Cn2nnc3ccccc32)c2ccccc2C(C)=O)ccc1O (configuration not stated)
    2 | -27
86) CN1C(=O)CC(N2CCC(C(N)=O)CC2)C1=O (configuration not stated)
    32 | 2
87) Cc1ccnc(NC(=O)Cc2ccc(-c3ccccc3)cc2)c1
    26 | -8
88) O=C(NCCc1ccc(Cl)cc1)C1CCCN1C(=O)NCc1ccccc1 (configuration not stated)
    4 | -16
89) O=C1CCCC2=C1C(c1ccc(Cl)cc1)n1c(s/c(=C\c3ccc4ccncc4c3)c1=O)=N2 (configuration not stated)
    18 | -23
90) CCCNC(=O)c1ccc2c(=O)c(O)c(-c3ccc(OC)cc3)[nH]c2c1
    19 | -4
91) COc1cccc(NS(=O)(=O)c2c(C)cc(C)cc2C)c1
    13 | -31
92) N=c1sccn1CC(=O)Nc1ccccc1Oc1ccccc1
    9 | -38
93) Cc1ccc(C(=O)NN2C(=O)/C(=C/c3cccn3C)SC2=S)cc1
    26 | -27
94) COc1ccc(-c2c(C#Cc3ccsc3)c3cc(-c4ccc(CN5CCOCC5)cc4)ccc3n2C)cc1
    9 | -26
95) CC(C)C(C(=O)NCC1CCCO1)N(C(=O)CNS(=O)(=O)c1ccc(F)cc1)c1ccccc1 (configuration not stated)
    22 | -25
96) CCn1c(SCC(=O)NNC(=O)c2ccc(C)cc2)nnc1C1CC1
    5 | -30
97) CCCCNC(=S)Nc1cccc(S(=O)(=O)NC2=NCCC2)c1
    10 | -11
98) Cc1nc2c(cnn2-c2ccccc2)c(=O)n1/N=C/c1ccccc1
    -1 | -6
99) N#C/C(=N\Nc1ccccc1[N+](=O)[O-])C(=N)N1CCCCC1
    19 | -26
100) CC(Cc1cccs1)NC(=S)Nc1ccc(F)cc1 (configuration not stated)
    9 | -7

Additional structures follow:
Second line of a record: OX1R antag-1 | OX1R antag-2
101) CCC1(CC)C(=O)C(C)(C)C(=O)OC1c1ccccn1 (configuration not stated)
    7 | -25
102) COc1ccc2c(c1)cc(C(=O)N[C@@H](CCSC)C(=O)N1CCC[C@H]1C(=O)O)n2C
    14 | -5
103) CC1(C)CC(=O)C2=C(C1)OC(N)=C([N+](=O)[O-])C2c1cccs1 (configuration not stated)
    15 | -13
104) CCCCCC(O)c1cccc(OCc2ccc3ccccc3n2)c1 (configuration not stated)
    22 | -32
105) CCOc1cccc2sc(N(CCN(CC)CC)C(=O)c3ccc(S(=O)(=O)N4CCCCC4)cc3)nc12
    2 | -34
106) O=C(O)CSCC(=O)N1CCCCC1
    10 | -15
